# hERG rescue: compounds protecting human hERG from proarrhythmic drug block; Q12809; CHO-hERG, FluxOR thallium flux, dofetilide IC70 present; activation (rescue from dofetilide block), less the hit threshold, % at 10 µM; hit rate 0.51% among 310,000;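 active = activation above the mean of controls blocked by dofetilide plus 5 SD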;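 also: thallium influx through hERG after potassium depolarization seen as dye fluorescence rise; in these data hits start at about 4.7%; inactives centre near -7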
# DYRK1A inh: blocks rat Dyrk1A kinase activity | ADP-Glo luminescence, NFATc1 peptide | inhibition, % at 12.5 µM | hit rate 0.43% among 310,000; in the data active = inhibition above about 50%;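 also: plate controls were vehicle with enzyme for no effect and no enzyme for full effect; many of its hits are not listed in these tables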
# KCNK3 block: human KCNK3 channel inhibition, primary screen; O14649; CHO-KCNK3 thallium flux, FluxOR fluorescence; active compounds read low; B-score at 10 µM; hit rate 0.84% among 340,000; AID 602410;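 active = B-score under library mean minus 4 SD, starting fluorescence ratio at most library mean plus 5 SD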;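 also: more negative B-score means stronger inhibition of thallium flux through KCNK3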
# KCNQ1 act: potentiates or activates the human KCNQ1 potassium channel | P51787 | CHO-K1 KCNQ1, thallium flux FluxOR fluorescence; active compounds read high | B-score at 10 µM | hit rate 0.35% among 310,000 | AID 2648;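 active = fluorescence ratio B-score, a plate-corrected score, at least three library SD, with initial intensity B-score within 5 SD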
# Target sequence (P51787 whole entry, looked up): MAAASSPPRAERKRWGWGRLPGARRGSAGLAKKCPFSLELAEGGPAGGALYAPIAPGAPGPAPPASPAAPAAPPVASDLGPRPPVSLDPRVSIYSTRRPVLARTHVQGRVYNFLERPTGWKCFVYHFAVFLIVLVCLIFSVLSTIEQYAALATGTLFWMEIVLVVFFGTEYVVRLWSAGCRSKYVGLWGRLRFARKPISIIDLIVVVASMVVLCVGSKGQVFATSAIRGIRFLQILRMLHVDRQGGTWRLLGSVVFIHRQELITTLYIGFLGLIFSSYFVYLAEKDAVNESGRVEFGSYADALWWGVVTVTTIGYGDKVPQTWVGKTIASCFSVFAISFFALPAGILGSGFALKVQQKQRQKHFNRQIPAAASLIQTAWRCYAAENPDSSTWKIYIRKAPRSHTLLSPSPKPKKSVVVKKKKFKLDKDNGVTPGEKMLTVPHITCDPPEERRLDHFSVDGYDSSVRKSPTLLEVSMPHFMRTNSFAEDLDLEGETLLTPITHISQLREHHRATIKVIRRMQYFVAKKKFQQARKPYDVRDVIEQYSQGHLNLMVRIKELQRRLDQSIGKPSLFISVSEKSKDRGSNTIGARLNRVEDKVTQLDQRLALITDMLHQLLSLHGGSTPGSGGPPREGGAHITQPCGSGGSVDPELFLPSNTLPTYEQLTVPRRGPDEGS
#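 Doses: Single concentration per compound, DMSO matched to controls | Test system: KCNQ1-transfected CHO-K1 cells | Timing: 90 min dye loading and 20 min compound exposure, both at room temperature | Measured by: Kinetic FluxOR thallium fluorescence, 10-s 1-Hz baseline, 110-s post-stimulus read | Medium: Assay buffer with matched DMSO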
# Platelet DG rel: modulates dense granule release in human platelets. human platelet-rich plasma, SFLLRN dense granule ATP release, luminescence. inhibition, %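 (compounds screened at 7.5 µM in platelet-rich plasma)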. hit rate 0.22% among 300,000. AID 1663;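 active = mean replicate score, as percent of positive control, at or above 50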
# TRPC4 block: inhibitors of mouse TRPC4 channel | HEK293 TRPC4beta/mu-opioid, DAMGO-evoked Fluo4 calcium flux; active compounds read low | AID 2247 | B-score at 10 µM | hit rate 0.39% among 300,000 | Q9QUQ5;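 active = B-score over 3 SD under the library average, no early fluorescence shift, positive overall ratio signal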
#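 Material: HEK293 cells with stable TRPC4beta plus mu-opioid receptor expression / Probe or stimulus: DAMGO in two steps, submaximal then maximal / Compound: single concentration per test compound / Technique: kinetic Fluo4 fluorescence imaging of calcium influx / Read-out: per-well B score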
# TRPC4 potent: allosterically enhances the mouse TRPC4 cation channel | Q9QUQ5 | HEK293 TRPC4beta/mu-opioid, DAMGO EC20, Fluo-4 Ca2+ flux; active compounds read high | B-score at 10 µM | hit rate 0.42% among 310,000 | AID 2227;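 active = B-score of calcium response area above 5 SD of library B-scores, with initial fluorescence ratio within 5 SD of library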;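 also: B-score of integrated fluorescence ratio over time as area under calcium response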
# PolyA inh: inhibitors of polyadenylation in S. cerevisiae. S. cerevisiae SKY197-pL101 polyadenylation reporter, beta-gal luminescence; efflux-impaired pdr1/pdr3 knockout yeast; score 100 = 6 SD above DMSO. calls only at 12 µM. hit rate 0.02% among 300,000. AID 1875;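 active = lowest replicate activity score at least 50, where 100 means six control SD above control mean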;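 also: yeast exposed to compound for 9 h at 30 °C; higher score means more reporter readthrough which indicates perturbed polyadenylation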
# KCNQ1 inh: inhibitors of human KCNQ1 potassium channel; AID 2642; hit rate 1.3% among 310,000; CHO-K1 KCNQ1, FluxOR thallium flux fluorescence; active compounds read high; P51787; B-score at 10 µM;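 active = compounds whose thallium flux B-score, printed positive for inhibition, exceeds three library SD while starting fluorescence stays within three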;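 also: channel opened by potassium depolarization with thallium stimulus after 20 min compound exposure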
# KCNK9 inh: blocks the human KCNK9 two-pore domain potassium channel; AID 488922; Q9NPC2; hit rate 1.2% among 310,000; B-score at 10 µM; HEK293 KCNK9, FluxOR thallium flux fluorescence; active compounds read low;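 active = ratio B-score over 3 SD below the library mean, with starting fluorescence within 5 SD of its mean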;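 also: negative B-score means less thallium flux so channel inhibition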
# Target sequence (Q9NPC2 whole entry, looked up, the tested form may be a part): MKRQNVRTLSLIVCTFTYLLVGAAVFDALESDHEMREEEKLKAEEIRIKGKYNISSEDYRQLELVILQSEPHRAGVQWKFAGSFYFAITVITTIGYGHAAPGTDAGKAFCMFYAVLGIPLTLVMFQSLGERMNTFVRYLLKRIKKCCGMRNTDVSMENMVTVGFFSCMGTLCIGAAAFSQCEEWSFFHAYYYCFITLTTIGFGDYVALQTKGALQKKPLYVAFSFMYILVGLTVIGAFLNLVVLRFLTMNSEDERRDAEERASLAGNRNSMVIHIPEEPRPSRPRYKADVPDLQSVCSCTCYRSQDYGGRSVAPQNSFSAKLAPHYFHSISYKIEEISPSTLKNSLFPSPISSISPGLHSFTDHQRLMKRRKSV
# TRPC4 act: TRPC4 (mouse) channel activation; B-score at 10 µM; HEK293 TRPC4beta/mu-opioid, Fluo4 calcium fluorescence; active compounds read high; Q9QUQ5; AID 2237; hit rate 0.49% among 310,000;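 active = B-score above 5 SD of library B-scores, and initial fluorescence ratio not above library mean plus 5 SD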;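 also: positive B-score marks a calcium rise read as TRPC4 activation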
#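 Assay system: HEK293 stable line with TRPC4beta plus mu-opioid receptor. Times: dye 45 min RT, read 110 s. Measured by: kinetic Fluo4 calcium fluorescence. Measure: B score of integrated ratio. Controls: assay buffer as low control, maximal DAMGO as high control.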
# * hit, by the source's call; i = inactive; · = not tested or not shown; & = joins results of further samples.
# Sequence of screens – hERG rescue	DYRK1A inh	KCNK3 block	KCNQ1 act	Platelet DG rel	TRPC4 block	TRPC4 potent	PolyA inh	KCNQ1 inh	KCNK9 inh	TRPC4 act
> CCN(CC(=O)NCc1ccc(F)cc1)CC(=O)Nc1ccccc1-c1ccccc1
 : -8	17	i	i	6	i	i	i	i	i	i
> CC(=O)Oc1ccc(C(=O)Nc2ccccc2NC(=O)c2ccc(OC(C)=O)cc2)cc1
 : -12	0	i	i	8	i	i	i	i	i	i
> CCc1ccc(NC(=O)CCn2ccnc2C)cc1
 : -6	0	i	i	2	i	i	i	i	i	i
> Cc1ccc(CNC(=O)Cc2nc3nc(C)cc(C)n3n2)cc1
 : -1	9	i	i	-1	i	i	i	i	i	i
> COc1ccc(CNC(=O)c2cc(C(C)=O)c[nH]2)cc1
 : -7	6	i	i	-9	i	i	i	i	i	i
> COc1ccc(S(=O)(=O)N(CCc2ccccc2)CC(=O)N/N=C/c2ccc3c(c2)OCO3)cc1
 : -11	-7	i	i	-4	i	i	i	i	i	i
> O=C(NC12CC3CC(CC(C3)C1)C2)N1CCN(S(=O)(=O)c2ccc(Cl)cc2)CC1
 : 0	-3	i	i	-4	i	i	i	i	i	i
> COc1ccc(CCC(C)NC2C3CC4CC(C3)CC2C4)cc1 (stereo unspecified)
 : -10	-9	i	i	0	i	i	i	i	i	i
> CC(C)c1onc(C(=O)Nc2cccc(O)c2)c1[N+](=O)[O-]
 : -6	15	i	i	3	i	i	i	i	i	i
> CC(=O)Oc1cccc(Nc2ncnc3ccccc23)c1
 : -6	37	i	i	-8	i	i	i	i	i	i
> Oc1cc(O)c2c(c1)O[C@H](c1ccc(O)c(O)c1)[C@H](O)C2
 : -5	·	i	i	-2	i	i	i	i	i	i
> C/C(=N\Nc1nc(N2CCOCC2)nc(N2CCOCC2)n1)c1cccs1
 : -8	4	i	i	6	i	i	i	i	i	i
> CCCc1nc2n[nH]c(N)c2c2c1COC(C)(C)C2
 : -11	1	i	i	-1	i	i	i	i	i	i
> CC1(C)Cc2c(sc3nc(SCC(=O)N4CCOCC4)nc(N)c23)CO1
 : -4	8	i	i	10	i	i	i	i	i	i
> CC(Oc1ccccc1)C(=O)NC1C(=O)N2C1SC(C)(C)C2C(=O)O (stereo unspecified)
 : -3	1	i	i	-10	i	i	i	i	i	i
> Cc1ccc(N2C(=O)/C(=C/c3cccnc3)SC2=S)cc1
 : -5	1	i	i	0	i	i	i	i	i	i
> Cc1ccc(N2C(=O)C(c3c(C)[nH]n(-c4ccccc4)c3=O)(C(F)(F)F)C3=C2CC(C)(C)CC3=O)cc1 (stereo unspecified)
 : -7	3	i	i	5	i	i	i	i	i	i
> CS(=O)(=O)N(CC(=O)Nc1cccc(F)c1)Cc1ccccc1
 : -6	5	i	i	-14	i	i	i	i	i	i
> c1cnc(-c2noc(CN3CCN(C4C5CC6CC(C5)CC4C6)CC3)n2)cn1 (stereo unspecified)
 : -6	1	i	i	-2	i	i	i	i	i	i
> Cc1c2cnn(CC(=O)NCCN3CCOCC3)c(=O)c2c(C)n1Cc1ccc(F)cc1
 : -6	4	i	i	0	i	i	i	i	i	i
> O=C(CCOc1ccccc1)Nc1ccnn1C1CCN(Cc2ccc(O)cc2)CC1
 : -14	-1	i	i	-4	i	i	·	i	i	i
> COc1ccc2c(c1)cc(C)c1nnc(SCC(=O)N3CCN(C(=O)c4ccco4)CC3)n12
 : -5	·	·	i	-6	i	i	i	i	i	i
> Nc1nc2ccc(NC(=O)c3ccco3)cc2s1
 : -9	4	i	i	5	i	i	i	i	i	i
> COc1ccc(C(=O)c2c(NC(C)=O)sc3c2CCN(C(=O)OC(C)(C)C)C3)cc1
 : -3	-7	i	i	-7	i	i	i	i	i	i
> O=C(NC1CCCCC1)[C@H](O)[C@@H](O)C(=O)NC1CCCCC1
 : -6	-2	i	i	-5	i	i	i	i	i	i
> Cc1ccc(S(=O)(=O)Nc2ccccc2C(=O)N2CCCC2)cc1
 : -7	·	i	i	1	i	i	i	i	i	i
> Cc1ccc(Cn2ccsc2=NC(=O)COC(=O)C(C)C)cc1
 : -8	-4	i	i	-2	i	i	i	i	i	i
> CNS(=O)(=O)c1cccc(C(=O)OCC(=O)c2ccc(S(=O)(=O)N3CCCCC3)cc2)c1
 : -15	0	i	i	5	i	i	i	i	i	i
> CCOC(=O)N1CCN(Cc2nnc(-c3ccccc3C)o2)CC1
 : -3	2	i	i	-11	i	i	i	i	i	i
> C/C(=N\Nc1nc(-c2ccccc2O)nc2ccccc12)c1ccccc1
 : -17	2	i	i	1	i	i	i	i	i	i
> COCOc1ccc(/C=C2/Oc3cc(OCOC)cc(OCOC)c3C2=O)c(OCOC)c1
 : -10	·	·	i	-1	i	i	i	i	i	i
> CCc1ccc(NC(=O)c2ccc3nc(N)sc3c2)cc1
 : -2	3	i	i	12	i	i	i	i	i	i
> OCCC1CN(Cc2c(F)cccc2Cl)CCN1C1CCCCC1 (stereo unspecified)
 : -13	2	i	i	0	i	i	i	i	i	i
> COc1ccc(N2CCN(C(=O)COC(=O)Cc3cccc(OC)c3)CC2)cc1
 : -18	9	i	i	0	i	i	i	i	i	i
> O=C(Nc1cccc(Cn2cccn2)c1)c1cc2c(s1)CCCC2
 : -13	6	i	i	-3	i	i	i	i	i	i
> Cc1ccc(/C=N\NC(=O)Cc2noc3ccccc23)cc1
 : -1	-4	i	i	0	i	i	i	i	i	i
> S=c1[nH]nc(CSCCOc2ccc(Cl)cc2Cl)o1
 : -10	8	i	i	8	i	i	i	i	i	i
> CSCC[C@H](NS(=O)(=O)c1ccc(C)cc1)C(=O)N1CCC(C(=O)N[C@@H](Cc2ccccc2)C(=O)O)CC1
 : 0	5	i	i	3	i	i	i	i	i	i
> CCc1cc2c(C)cc(C)cc2nc1SCC(=O)Nc1cc(C)on1
 : -5	-4	i	i	-5	i	i	i	i	i	i
> Cc1cc(NC(=O)CSc2nc3c(c(-c4cccnc4)c2C#N)CCC3)no1
 : -6	2	i	i	13	i	i	i	i	i	i

# Whole records, quoted from the list. Order of values: hERG rescue	DYRK1A inh	KCNK3 block	KCNQ1 act	Platelet DG rel	TRPC4 block	TRPC4 potent	PolyA inh	KCNQ1 inh	KCNK9 inh	TRPC4 act
# OCCC1CN(Cc2c(F)cccc2Cl)CCN1C1CCCCC1 (stereo unspecified) reads -13	2	i	i	0	i	i	i	i	i	i
# O=C(Nc1cccc(Cn2cccn2)c1)c1cc2c(s1)CCCC2 reads -13	6	i	i	-3	i	i	i	i	i	i

# (next part)
# Sequence of screens – hERG rescue	DYRK1A inh	KCNK3 block	KCNQ1 act	Platelet DG rel	TRPC4 block	TRPC4 potent	PolyA inh	KCNQ1 inh	KCNK9 inh	TRPC4 act
> O=[N+]([O-])c1ccc(N2CCCCC2)cc1
 : -5	·	i	i	6	i	i	i	i	i	i
> COCCC1CCCCN1C(=O)c1cc(COc2ccc(C)nc2)on1 (stereo unspecified)
 : -7	0	i	i	8	i	i	i	i	i	i
> CSc1nc(-c2ccccc2)cn1-c1ccc(NC(C)=O)cc1
 : -6	2	i	i	-2	i	i	i	i	i	i
> O=C(O)C1CCCN1S(=O)(=O)c1ccccc1 (stereo unspecified)
 : -7	-1	i	i	-11	i	i	i	i	i	i
> COc1cc2c(cc1OC)CN(C(=O)c1ccc(OC)c([N+](=O)[O-])c1)CC2
 : -2	-2	i	i	6	i	i	i	i	i	i
> Cc1oc2cc3oc(=O)c(CC(=O)NCCCC(=O)O)c(C)c3cc2c1C
 : 0	-4	i	i	-1	i	i	i	i	i	i
> OC(COCCOc1ccc(Br)cc1)CN1CCN(Cc2ccccc2)CC1 (stereo unspecified)
 : -7	-9	i	i	-5	i	i	i	i	i	i
> COc1ccc(NC(=S)NCCN2CCC(C)CC2)cc1Cl
 : -5	2	i	i	3	i	i	·	i	i	i
> Cc1cc(-c2ccccc2)c2c3c(c(-c4ccccc4)n2n1)c(=O)n(C)c(=O)n3C
 : -6	-1	i	i	-4	i	i	i	i	-8.8*	i
> O=C(CC12CC3CC(CC(C3)C1)C2)Nc1ccccc1N1CCOCC1
 : -17	-4	i	i	4	i	i	i	i	i	i
> CC1C(=O)N2CCCc3cc(NC(=O)C(=O)NCc4cccnc4)cc1c32 (stereo unspecified)
 : -10	0	i	i	-4	i	i	i	i	i	i
> CN(C)S(=O)(=O)c1ccc(NC(=O)COC(=O)c2n[nH]c3ccccc23)cc1
 : -4	1	i	i	-12	i	i	i	i	i	i
> COc1ccccc1CN1CC(C(=O)NCc2ncccc2C)CCC1=O (stereo unspecified)
 : -9	1	i	i	3	i	i	i	i	i	i
> CCCC12CN3CC(C)(CN(C1)C3c1ccc3c(c1)OCO3)C2=O (stereo unspecified)
 : -8	4	i	i	-7	i	i	i	i	i	i
> COC(=O)C1=C(C)NC(C)=C(C(=O)OC)C1C(=O)OC1CCCCC1=O (stereo unspecified)
 : -2	-8&6	i	i	4	i	i	i	i	i	i
> O=C(Nc1nnc(S(=O)(=O)N2CCOCC2)s1)c1ccccc1Br
 : -13	0	i	i	2	i	i	i	i	i	i
> COC1=C(Nc2ccccc2)C(=O)c2ccccc2C1=O
 : -13	10	i	i	-6	i	13*	i	i	i	i
> COc1ccc(C(=O)N2CCCC(Nc3ccc(F)c(F)c3)C2)c(OC)n1 (stereo unspecified)
 : -6	1	i	i	4	i	i	i	i	i	i
> O=C(COC(=O)c1nc(Cl)ccc1Cl)c1ccc[nH]1
 : -9	0	i	i	-15	i	i	i	i	i	i
> O=C(NCc1ccccc1)c1n[nH]nc1-c1ccccc1O
 : -12	7	i	i	-6	i	i	i	i	i	i
> C=CCN1C(=O)C(CC(=O)Nc2ccccc2F)S/C1=N\c1nccs1 (stereo unspecified)
 : -12	-4	i	i	3	i	i	i	i	i	i
> O=c1cc(-c2ccccc2)nc2nc(COc3ccccc3)[nH]n12
 : -8	-5	i	i	-7	i	i	i	i	i	i
> O=[N+]([O-])c1ccccc1-c1cc(-c2ccccc2O)n[nH]1
 : -10	51*	i	i	-6	i	i	i	i	i	i
> CC(c1ccccc1)C1OCC(C[N+]2(C)CCCCC2)O1 (stereo unspecified)
 : -12	-3	i	i	-1	i	i	i	i	i	i
> NC(=O)NC(CC(=O)NCCc1ccc(S(N)(=O)=O)cc1)c1ccc(Cl)cc1 (stereo unspecified)
 : -14	0	i	i	0	i	i	i	i	i	i
> O=[N+]([O-])c1ccc(NCCNS(=O)(=O)c2ccccc2)cc1
 : -5	8	i	i	0	i	i	i	i	i	i

# Compound activity: PubChem BioAssay, several laboratories

# This is a subset, so the mix of outcomes need not match the whole.
